Screens: PubChem, NCI
Growth percent in the NCI-60 one-dose screen (48 h, 10 µM unless noted): 100 = growth as untreated, 0 = no growth, -100 = all killed.
SK-OV-3 = SK-OV-3 ovarian cancer cells. AID 1794785. 80,000 compounds, 3.2% hits
OVCAR-8 = OVCAR-8 ovarian cancer | 81,000 compounds, 4.4% hits | AID 1794782
IGROV1 = IGROV1 ovarian cancer; 79,000 compounds, 4.7% hits
OVCAR-5 = OVCAR-5 ovarian cancer; 82,000 compounds, 2.9% hits; AID 1794783
PC-3 = PC-3 prostate cancer cells | 80,000 compounds, 3.9% hits
DU-145 = DU-145 prostate cancer; 81,000 compounds, 4.2% hits; AID 1794760
OVCAR-4 = OVCAR-4 ovarian cancer cells. 80,000 compounds, 3.7% hits. AID 1794784
OVCAR-3 = OVCAR-3 ovarian cancer. AID 1794787. 79,000 compounds, 7% hits
An asterisk follows results filed as active; x = no result given; & = joins results of further samples; [ ] = another dose, or the depositor's remark. Rule for the calls: active = growth percent below 10; inactive = the rest.

SMILES	SK-OV-3	OVCAR-8	IGROV1	OVCAR-5	PC-3	DU-145	OVCAR-4	OVCAR-3
COc1c(O)cc2oc3cc(O[C@H]4O[C@@H](CO)[C@@H](O)C(O)C4O)c(CC=C(C)C)c(O)c3c(=O)c2c1CC=C(C)C (stereo partly specified)	102	101	97	115	98	105	119	102
O=C(O)CCN1C(=O)/C(=C/c2cc3cc4c(cc3nc2Cl)OCCO4)SC1=S	136	96	110	122	94	117	99	137
Cc1ccc(S(=O)(=O)n2cc(-c3csc(-c4c[nH]c5ncccc45)n3)c3ccccc32)cc1	91	99	94	97	83	105	81	104
CCCCC(O)Cn1ncc(C(=O)N/N=C\c2ccc(OC(F)F)c(Oc3ccccc3)c2)c1N (stereo unspecified)	83	75	97	93	57	89	69	x
Cc1ccc2oc(=O)cc(CSc3nnnn3-c3ccccc3)c2c1	119	103	95	99	103	98	93	97
O=C(O)CC(C(=O)O)=C(c1ccccc1)c1ccccc1	102	115	102	103	92	116	110	101
COc1cc(C(=O)/C=C/c2ccc(N3CCN(C)CC3)cc2)cc(OC)c1OC	100	98	95	96	99	104	101	99
C=C1C(=O)O[C@H]2[C@H](O)[C@@H](C)CCC/C(C)=C/CC[C@@]3(C)O[C@@H]3C[C@@H]12	97	89	x	96	46	99	103	73
O=[N+]([O-])c1cccc(OCC2CO2)c1 (stereo unspecified)	104	102	x	103	101	116	103	101
COc1ccc2c(c1)Oc1nc(N)c(C#N)c(N)c1C2Sc1ccc(C)cc1 (stereo unspecified)	86	13	-76*	16	-44*	-50*	15	-77*
O=C(NCCNc1nccc(-c2c(-c3cccc(F)c3)nc3sccn23)n1)C1CCCCC1	50	57	45	141	75	82	72	76
Cc1ccc(-c2nn3c(nc2=O)-c2ccccc2N2C(=O)CCCC23C)cc1 (stereo unspecified)	91	102	85	107	86	105	99	99
NC(=O)c1c(NC(=O)COC(=O)c2ccccc2F)sc2c1CCC2	106	103	109	102	91	114	97	103
O=C(N/N=C/c1ccc2c(c1)CCN2)c1cccs1	100	104	112	103	92	96	x	115
CSC(=O)N1CCN(C)CC1	111	97	113	96	98	112	x	118
COc1ccc(/C=C/c2nc(NNC(=O)Nc3ccccc3)c3ccccc3n2)cc1	89	89	79	77	76	80	75	88
O=S(=O)(c1ccccc1)C1CCCCC1	110	92	110	102	103	110	103	111
NC(=O)c1c(NC(=O)c2ccc(C(F)(F)F)cc2)sc2c1CCC(=O)C2	38	9.0*	16	9.9*	-7.0*	59	-67*	-17*
CC(C)OC(=O)CCCCCc1ccccc1	109	96	109	105	101	105	116	103
Cn1c(SCC(=O)N/N=C/c2ccc(C(F)(F)F)cc2)nc2ccccc2c1=O	x	90	93	100	80	88	48	74
CC(=O)N1N=C(c2ccc(Nc3nc(Nc4ccc(F)cc4)nc(Nc4ccc(Cl)cc4)n3)cc2)CC1c1ccco1 (stereo unspecified)	115	48	75	96	45	92	68	90
COc1ccc(-c2cc(C(=O)N=Nc3c(O)[nH]c4ccc(Cl)cc34)c3ccccc3n2)cc1OC	154	110	93	104	103	126	116	118
CCCCc1nc2c(N)nc3ccccc3c2n1Cc1ccc(Cl)cc1	87	78	62	86	61	90	63	75
COc1cc(-c2nc(-c3nc4cc(C(=O)c5ccccc5)ccc4[nH]3)cc3c2[nH]c2ccccc23)cc(OC)c1OC	146	67	107	103	66	x	97	101
CCCC(=O)OCCCOCCCOc1ccccc1	110	106	114	101	99	111	118	112
CN1C(=O)/C(=C\c2nc([P+](c3ccccc3)(c3ccccc3)c3ccccc3)c(N3CCOCC3)o2)SC1=S	108	96	5.7*	97	46	100	91	100
COC(=O)c1ccc2c(c1)Oc1ccc(Cl)cc1-c1cc(C)nn1-2	53	73	62	91	76	82	-6.7*	39
O=C(N/N=C/c1ccccc1)C(Oc1ccccc1)c1ccccc1 (stereo unspecified)	104	100	99	101	91	107	102	105
CCCCCCCCCCCCCCCCCCOc1ccccc1CC(=O)NCCN(C)C	91	86	41	69	53	86	72	67
CSC(SC)=C1C(=O)Nc2ccccc21	111	99	84	119	99	104	103	103
COc1ccc(C(c2ccccc2OC)C(Cl)(Cl)Cl)cc1 (stereo unspecified)	108	100	77	80	75	107	109	115
O=C(Nc1ccccn1)c1ccccc1	111	107	114	103	93	124	113	119
CCOC(=O)C(=CCC(C)C)C(=O)OCC	99	109	104	96	96	99	95	99
O=C1CCCc2cc(OCCCC(=O)N3CCCCC3)ccc2N1	107	107	124	121	107	112	99	106
O=C(/C=C/c1ccc(Cl)cc1)c1ccc(Nc2nc(N3CCCCC3)nc(N3CCCCC3)n2)cc1	105	99	113	111	101	110	106	110
O=C(c1c(F)c(F)c(F)c(F)c1F)n1ccnc1	101	108	110	106	103	105	108	110
O=C(c1ccccc1)c1ccc(F)cc1	120	102	112	94	103	118	113	129
CNc1nc(NC)nc(-c2ccccc2)n1	102	101	105	102	95	107	114	104
CCc1nc(C(N)=O)c(Nc2ccc(N3CCC(N4CCN(C)CC4)CC3)c(OC)c2)nc1NC1CCOCC1	4.9*	40	4.1*	26	36	45	81	53
COc1ccc(C2CC(c3cccc(Nc4ccncc4)c3)=NN2c2cc(Cl)cc(Cl)c2)cc1 (stereo unspecified)	75	-32*	17	82	34	13	28	49
O=C(NCc1ccccc1)Nc1ccc2cc3ccc(NC(=O)NCc4ccccc4)cc3nc2c1	126	103	99	106	101	113	106	108
CNC(=O)c1ccc([N+](=O)[O-])cc1	107	101	x	110	93	104	110	110
CC1=CC2C(O)c3ccccc3N3C(=O)COC23C=C1 (stereo unspecified)	105	101	99	101	94	110	102	115
SCc1nc2ccccc2[nH]1	112	107	89	106	84	101	105	99
CN(C)CCN1c2ccccc2Sc2ccc3ccccc3c21	112	84	85	114	43	95	88	89
CC(Cl)C(O)C#N (stereo unspecified)	112	101	104	116	100	107	107	107
CCn1c(C)c(C(=O)C(=O)N(C)C)c2ccccc21	101	103	102	x	96	110	108	109
C/C(Cc1ccc(Cl)cc1)=C(\c1ccc(OCCN2CCOCC2)cc1)c1ccc(OC(=O)C2CCCCC2)cc1	106	97	92	97	83	101	107	100
O=S(=O)(CCN1CCCCC1)CCS(=O)(=O)CCN1CCCCC1	97	101	103	99	93	116	116	117
Clc1nc(Nc2ccccn2)c2ncn(-c3ccc(Br)cc3Cl)c2n1	113	106	102	96	95	107	106	105
O=C1/C(=C/c2cccc(OCCCc3ccccc3)c2)Oc2cc(O)ccc21	120	96	99	97	98	99	87	107
CCCn1c(=N)c(C(=O)NC2CCCCC2)cc2c(=O)n3cccc(C)c3nc21	109	85	93	98	93	109	85	107
CCOC(=O)CC1CSC(Nc2ccc(OC)cc2OC)=N1 (stereo unspecified)	92	105	101	98	91	106	97	105
CC(C)(C)c1ccccc1[N+](=O)[O-]	99	106	99	103	108	108	106	107
CN(C)c1ccc(C(=O)CCCCCCC(=O)c2ccc(N(C)C)cc2)cc1	111	114	96	109	89	110	97	105
COc1ccc2c(c1)CC/C(=C\c1cccnc1Br)C2=O	108	98	102	101	97	95	85	96
c1cnc2nc(CSc3nnc4ccccn34)oc2c1	109	104	107	103	98	108	104	109
O=C(O)c1cc(O)c(O)c(Cl)c1	109	108	107	111	96	116	99	110
O=C(N=Nc1c(O)[nH]c2ccc(Cl)cc12)c1cc(-c2ccccc2)on1	106	103	103	102	100	112	97	105
CN(C)CC/C=C1/c2ccccc2COc2ccccc21	108&96	97&97	90	101&89	99&76	116&113	113&95	117

20 of the compounds above, in markdown.
| structure | SK-OV-3 | OVCAR-8 | IGROV1 | OVCAR-5 | PC-3 | DU-145 | OVCAR-4 | OVCAR-3 |
| --- | --- | --- | --- | --- | --- | --- | --- | --- |
| O=C(NCc1ccccc1)Nc1ccc2cc3ccc(NC(=O)NCc4ccccc4)cc3nc2c1 | 126 | 103 | 99 | 106 | 101 | 113 | 106 | 108 |
| CNC(=O)c1ccc([N+](=O)[O-])cc1 | 107 | 101 | x | 110 | 93 | 104 | 110 | 110 |
| CC1=CC2C(O)c3ccccc3N3C(=O)COC23C=C1 (stereo unspecified) | 105 | 101 | 99 | 101 | 94 | 110 | 102 | 115 |
| SCc1nc2ccccc2[nH]1 | 112 | 107 | 89 | 106 | 84 | 101 | 105 | 99 |
| CN(C)CCN1c2ccccc2Sc2ccc3ccccc3c21 | 112 | 84 | 85 | 114 | 43 | 95 | 88 | 89 |
| CC(Cl)C(O)C#N (stereo unspecified) | 112 | 101 | 104 | 116 | 100 | 107 | 107 | 107 |
| CCn1c(C)c(C(=O)C(=O)N(C)C)c2ccccc21 | 101 | 103 | 102 | x | 96 | 110 | 108 | 109 |
| C/C(Cc1ccc(Cl)cc1)=C(\c1ccc(OCCN2CCOCC2)cc1)c1ccc(OC(=O)C2CCCCC2)cc1 | 106 | 97 | 92 | 97 | 83 | 101 | 107 | 100 |
| O=S(=O)(CCN1CCCCC1)CCS(=O)(=O)CCN1CCCCC1 | 97 | 101 | 103 | 99 | 93 | 116 | 116 | 117 |
| Clc1nc(Nc2ccccn2)c2ncn(-c3ccc(Br)cc3Cl)c2n1 | 113 | 106 | 102 | 96 | 95 | 107 | 106 | 105 |
| O=C1/C(=C/c2cccc(OCCCc3ccccc3)c2)Oc2cc(O)ccc21 | 120 | 96 | 99 | 97 | 98 | 99 | 87 | 107 |
| CCCn1c(=N)c(C(=O)NC2CCCCC2)cc2c(=O)n3cccc(C)c3nc21 | 109 | 85 | 93 | 98 | 93 | 109 | 85 | 107 |
| CCOC(=O)CC1CSC(Nc2ccc(OC)cc2OC)=N1 (stereo unspecified) | 92 | 105 | 101 | 98 | 91 | 106 | 97 | 105 |
| CC(C)(C)c1ccccc1[N+](=O)[O-] | 99 | 106 | 99 | 103 | 108 | 108 | 106 | 107 |
| CN(C)c1ccc(C(=O)CCCCCCC(=O)c2ccc(N(C)C)cc2)cc1 | 111 | 114 | 96 | 109 | 89 | 110 | 97 | 105 |
| COc1ccc2c(c1)CC/C(=C\c1cccnc1Br)C2=O | 108 | 98 | 102 | 101 | 97 | 95 | 85 | 96 |
| c1cnc2nc(CSc3nnc4ccccn34)oc2c1 | 109 | 104 | 107 | 103 | 98 | 108 | 104 | 109 |
| O=C(O)c1cc(O)c(O)c(Cl)c1 | 109 | 108 | 107 | 111 | 96 | 116 | 99 | 110 |
| O=C(N=Nc1c(O)[nH]c2ccc(Cl)cc12)c1cc(-c2ccccc2)on1 | 106 | 103 | 103 | 102 | 100 | 112 | 97 | 105 |
| CN(C)CC/C=C1/c2ccccc2COc2ccccc21 | 108&96 | 97&97 | 90 | 101&89 | 99&76 | 116&113 | 113&95 | 117 |

Full records, looked up by structure. Order of values: SK-OV-3 | OVCAR-8 | IGROV1 | OVCAR-5 | PC-3 | DU-145 | OVCAR-4 | OVCAR-3
Shown for `CN(C)CCN1c2ccccc2Sc2ccc3ccccc3c21` → 112 | 84 | 85 | 114 | 43 | 95 | 88 | 89
Shown for `CC1=CC2C(O)c3ccccc3N3C(=O)COC23C=C1` (stereo unspecified) → 105 | 101 | 99 | 101 | 94 | 110 | 102 | 115
Shown for `O=C(N=Nc1c(O)[nH]c2ccc(Cl)cc12)c1cc(-c2ccccc2)on1` → 106 | 103 | 103 | 102 | 100 | 112 | 97 | 105

Next compounds
SMILES	SK-OV-3	OVCAR-8	IGROV1	OVCAR-5	PC-3	DU-145	OVCAR-4	OVCAR-3
CCN(CC)CCNC(=O)c1ccc(NCN2C(=O)NC(c3ccccc3)(c3ccccc3)C2=O)cc1	91&123	111&100	107&144	119&104	93&98	122&108	104&105	99&110
O=C(Cc1ccccc1)c1ccc(Cl)cc1	107	103	105	83	116	119	107	111
Cc1ccc(Nc2nnc(-c3ccco3)o2)cc1	108	98	112	92	90	108	115	114
O=c1/c(=C/NC2CC2)sc2ncnn12	104	93	105	100	67	107	107	108
Cc1nc(-c2cccs2)ccc1NC(=O)Nc1ccc(F)cc1	106	96	116	121	81	108	95	90
N#Cc1cnc(OC2CCOC2)nc1-n1cnc2ccccc21 (stereo unspecified)	110	106	98	96	102	110	100	100
CNC(=O)c1cc(Oc2ccc(NC(=O)Nc3ccc(Cl)c(OC4CCCCC4)c3)c(F)c2)ccn1	73	41	63	89	17	66	29	34
COc1ccc2c(c1)c(-c1cc(N)n3nc(-c4cn(C)c5ccc(OC)cc45)cc3n1)cn2C	134	98	105	117	89	93	109	117
COc1cc2c(cc1OC)C(CC1(O)CCCCC1)N(S(=O)(=O)c1ccc(C)cc1)CC2 (stereo unspecified)	80[100 µM]	27[100 µM]	54[100 µM]	76[100 µM]	2.6*[100 µM]	32[100 µM]	25[100 µM]	-16*[100 µM]
O=c1nc(/C=C/c2ccc(Br)cc2)oc2ccccc12	95	94	77	82	77	117	86	97
NS(=O)(=O)c1ccc(C(=O)N=Nc2c(O)[nH]c3c([N+](=O)[O-])cccc23)cc1	108	98	107	99	99	107	105	107
Cc1[nH]c(-c2nc3ccccc3[nH]2)c(C)c1C(=O)NCC(C)C	x	100	103	101	103	108	102	103
Cc1ccc(-c2ccnc(/N=C(\N)Nc3ccc(S(=O)(=O)Nc4nc(C)cc(C)n4)cc3)n2)cc1	78	102	100	101	98	121	107	120
O=C(NC(Sc1ccc(Cl)cc1)C(=O)O)c1ccccc1 (stereo unspecified)	120	106	x	116	93	115	101	108
